Screens: PubChem, National Center for Advancing Translational Sciences (NCATS)
Sm TGR block – S. mansoni TGR enzyme inhibition | AID 485364 | hit rate 3% among 360,000 | Potency, µM (top dose mostly 114 µM), for inactives: at the highest dose activity change, negative = inhibition, usual class: inhibitors | purified TGR, DTNB reduction, TNB absorbance 405 nm; also: nearly all actives have a fitted effect of over 60% in size
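First, TGR (20 nM dispensed) and NADPH were mixed with compound. Second, a 15 min room-temperature incubation followed. Third, further NADPH and then DTNB were added to start the reaction. Finally, TNB absorbance was monitored kinetically.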
Pf growth 96h – P. falciparum growth inhibition at 96 hours. Potency, µM (top dose mostly 28.7 µM), for the others: top-dose activity change, negative = inhibition, hits mostly inhibitors. hit rate 6.9% among 320,000. AID 504834. P. falciparum luciferase reporter growth, 96 h
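Compounds incubated with erythrocytes infected by luciferase-expressing P. falciparum (2% hematocrit, 0.05% parasitemia final) for 96 hours, 37 C in 5% CO2. Growth inhibition scored as decreased luciferase luminescence.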
LmPK inh – inhibitors of Leishmania mexicana pyruvate kinase; purified LmPK, Kinase-Glo ATP luminescence, 1 h; AID 1721; hit rate 0.37% among 290,000; Potency, µM (top dose mostly 57.5 µM), inactives show top-dose activity change, negative = inhibition, usual class: inhibitors
Target sequence (Q27686 whole entry, looked up): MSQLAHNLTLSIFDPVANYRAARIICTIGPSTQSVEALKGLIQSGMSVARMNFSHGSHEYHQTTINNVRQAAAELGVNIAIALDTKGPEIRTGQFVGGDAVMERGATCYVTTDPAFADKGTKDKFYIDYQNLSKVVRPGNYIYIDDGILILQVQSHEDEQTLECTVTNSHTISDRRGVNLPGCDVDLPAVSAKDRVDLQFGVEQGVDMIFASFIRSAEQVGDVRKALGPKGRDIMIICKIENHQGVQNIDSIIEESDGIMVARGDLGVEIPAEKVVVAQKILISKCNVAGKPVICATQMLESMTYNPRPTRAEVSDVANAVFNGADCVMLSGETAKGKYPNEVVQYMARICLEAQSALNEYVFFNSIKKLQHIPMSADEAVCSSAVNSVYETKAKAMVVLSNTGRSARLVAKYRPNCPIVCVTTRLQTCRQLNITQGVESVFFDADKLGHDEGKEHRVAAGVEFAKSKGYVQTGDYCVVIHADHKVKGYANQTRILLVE
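Purified LmPK (0.1 nM) with 0.5 mM PEP and 0.1 mM ADP in imidazole buffer pH 7.2 with MgCl2/KCl, 1 h at room temperature. ATP formed was read by luciferase luminescence and normalized to no-enzyme and uninhibited controls.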
Tb PYK inh – inhibitors of Trypanosoma brucei pyruvate kinase; Q57TT1; Potency, µM (highest dose often 76.8 µM), for the others: at the top dose activity, negative = inhibition, hits mostly inhibitors; hit rate 0.12% among 410,000; TbPYK enzyme, Kinase-Glo Plus ATP luminescence, 45 min; AID 624173; also: nearly all actives have a fitted effect of over 50% in size
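Glycolytic pyruvate kinase of T. brucei was incubated with substrate, test compound and 130 uM ADP for 45 minutes at room temperature. Luminescent Kinase-Glo Plus signal was measured after 10 minutes.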
HCV inh – blocks hepatitis C virus; Huh7.5.1 HCVcc-Cre infection, luciferase reporter, 44 h; hit rate 3.4% among 340,000; Potency, µM (titrated, usually from 41.8 µM), for inactives: at the highest dose activity change, negative = inhibition, most hits filed as inhibitors
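Antiviral activity was scored by luciferase reporter output from cells infected with HCVcc-Cre (~0.5 moi) in presence of compound, 44 h infection period, cells seeded 1,000/well 4 h prior.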
Pf growth 48h – P. falciparum growth inhibition at 48 hours (one generation); Potency, µM (top dose mostly 28.7 µM), for the others: top-dose activity change, negative = inhibition, most hits filed as inhibitors; hit rate 5.9% among 310,000; P. falciparum luciferase growth in erythrocytes, 48 h
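Erythrocytes infected with P. falciparum carrying an integrated firefly luciferase reporter (2% hematocrit, 0.1% parasitemia final) were exposed to compounds in RPMI 1640 with 0.5% Albumax at 37 C, 5% CO2. Growth inhibition was scored as reduced luminescence.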
Active calls of the source: *; ? = inconclusive; . = no result given; & = joins results of further samples; [ ] = remark or other dose. Calls follow the shape of the dose curve; as a rule, active = well fitted curve in the direction sought with a large enough effect; inconclusive = small, poorly fitted or top-dose-only effect, or another doubt; inactive = no such curve, though single readings can be large; an effect the other way counts as inactive or inconclusive. % is scaled to controls: 0 for no effect and ±100 for the full control effect; potency is read from the fitted curve at half-maximal effect.

entry	Structure	LmPK inh	Tb PYK inh	Pf growth 48h	Pf growth 96h	HCV inh	Sm TGR block
1	CCN1CCN(Cc2ccc(NC(=O)c3cc(NC(=O)c4cnnc5ccccc45)cc(OC)c3)cc2C(F)(F)F)CC1	2%	0%&-5%	2.3µM*	2.9µM*	?	4%
2	COc1cc(/C=C/C(=O)c2ccc3c(c2)OCCO3)cc(OC)c1OC	-1%	-1%	?	-25%	?	1%
3	Cc1ccc(S(=O)(=O)C2(C(=O)NCc3ccccc3Cl)CC2)cc1	0%	-3%	-22%	9%	-4%	10%
4	CC(C)CN(C(=O)CCC(=O)OCc1ccc(Cl)cc1Cl)c1c(N)n(CC(C)C)c(=O)[nH]c1=O	.	-3%	-34%	?	-22%	9%
5	CCCCNC(=O)CSc1nc2ccc(N3CCOCC3)cc2c(=O)n1Cc1ccc(OC)cc1	12%	-15%	?	?	?	-1%
6	CCN(CC)C(=O)Cn1nc(-c2ccc(Cl)cc2)c2ccccc2c1=O	1%	0%	2%	-26%	-9%	0%
7	Cc1cc(=O)oc(C)c1C(=O)N[C@@H](Cc1ccccc1)C(=O)O	2%	3%	34%[activator]	46%[activator]	17%	2%
8	O=C(COC(=O)CCCN1C(=O)c2cccc3cccc(c23)C1=O)Nc1cccc(C(F)(F)F)c1	2%	-1%	2%	6%	-4%	-2%
9	CC1CCCN(c2nc(-c3cccnc3)nc3scc(-c4ccccc4)c23)C1 (stereo not given)	-1%	6%	-29%	?	?	-5%
10	Cc1ccc(C(=O)Nc2cccc(C(F)(F)F)c2)cc1Nc1cncnc1	-3%	-6%&-2%	1%	12µM*	?	?
11	COc1ccc(OC)c(N/C(=N\c2nc(C)cc(C)n2)NC(=O)c2ccco2)c1	8%	.	-7%	-2%	0%	6%
12	CC(C(=O)NC1=NCCS1)N1C(=O)C2CC=CCC2C1=O (stereo not given)	1%	6%	2%	2%	14%	-13%
13	O=C(CCS(=O)(=O)c1ccccc1Cl)Nc1ccc(S(=O)(=O)Nc2ncccn2)cc1	-3%	-6%	-1%	?	10%	14µM*
14	CN(C)C(=O)c1ccc2c3c(cccc13)CC2	10%	1%	2%	37%[activator]	-20%	4%
15	FC(F)(F)c1ccc(NC(=S)NCc2ccccc2)cc1	1%	-2%	-94%	?	-5%	-15%

Four records picked at random from those above, as already listed:
entry	Structure	LmPK inh	Tb PYK inh	Pf growth 48h	Pf growth 96h	HCV inh	Sm TGR block
15	FC(F)(F)c1ccc(NC(=S)NCc2ccccc2)cc1	1%	-2%	-94%	?	-5%	-15%
14	CN(C)C(=O)c1ccc2c3c(cccc13)CC2	10%	1%	2%	37%[activator]	-20%	4%
8	O=C(COC(=O)CCCN1C(=O)c2cccc3cccc(c23)C1=O)Nc1cccc(C(F)(F)F)c1	2%	-1%	2%	6%	-4%	-2%
3	Cc1ccc(S(=O)(=O)C2(C(=O)NCc3ccccc3Cl)CC2)cc1	0%	-3%	-22%	9%	-4%	10%

Later entries
entry	Structure	LmPK inh	Tb PYK inh	Pf growth 48h	Pf growth 96h	HCV inh	Sm TGR block
16	O=C(NN1CCN(Cc2ccccc2)CC1)c1ccc(N2CCOCC2)c([N+](=O)[O-])c1	4%	-4%	9%	-2%	?	0%
17	COc1ccc(C(=O)COC(=O)/C=C/c2ccccc2)c(OC)c1	.	-1%	13%	-3%	?	-2%
18	Cc1ccc2nc(NCCCNC(=O)c3cnccn3)c(C#N)cc2c1	-4%	0%	10%	?	-19%	6%
19	O=C(COc1ccccc1C(=O)Nc1ccccc1)NCCc1ccccc1	0%	3%	-39%	?	?	7%
20	COc1ccc(CNC(=O)[C@@H](NC(=O)C2CCN(S(=O)(=O)c3ccc(C)cc3)CC2)C(C)C)cc1OC	0%	0%	-4%	?	2%	3%
21	Cc1nc2ccc(NC(=O)COc3ccccc3C)cc2s1	6%	5%	26%	-47%	13%	-14%
22	Cc1ccc(S(=O)(=O)N2CCC[C@H]2C(=O)OC(C)C(=O)Nc2ncc(Cl)cc2Cl)cc1 (stereo not given in full)	0%	-1%	3%	33%[activator]	-10%	-4%
23	COc1cccc(C2/C(=C(/O)c3ccc4c(c3)OCO4)C(=O)C(=O)N2CCN2CCOCC2)c1 (stereo not given)	-5%	3%	-4%	?	4%	-15%
24	O=C(NCc1ccccn1)c1ccc2nc(C3CCCCC3)oc2c1	8%	1%	42%[activator]	?	5%	-2%
25	COc1ccc(CCNc2nc(-c3ccc(NC(C)=O)cc3)cs2)cc1OC	-7%	-4%	?	11%	?	6%
26	Cc1cc(Cl)c2oc(C(=O)NCCN3CCOC3=O)c(C)c2c1	3%	-1%	0%	19%	?	-2%
27	Cc1ccc2[nH]c(C(=O)N3CCN(C=O)CC3)cc2c1	-5%	1%	6%	-13%	6%	0%
28	Brc1cc(Br)c2nc(-c3cccs3)ccc2c1	1%	-2%	90%[activator]	.	12%	-4%
29	CCN(CC(=O)Nc1cc(C)c(Cl)cc1OC)CC(=O)NC1CCS(=O)(=O)C1 (stereo not given)	1%	4%	23%	?	-3%	5%
30	O=C(NC(=O)N1CCCCC1)c1ccccc1	0%	4%	0%	1%	6%	-15%
31	CCC(C)(C)NC(=O)C(c1ccc(O)cc1)N(Cc1ccco1)C(=O)CCC(=O)Nc1ccccn1 (stereo not given)	3%	9%	?	-2%	12%	-17%
32	CC(C)CCCC(C)C1CC(=O)C2=C3CCC4CC(O)CCC4(C)C3CCC21C (stereo not given)	.	-9%	-22%	?	.	.
33	Cc1ccc(-c2cc(=O)c3ccccc3[nH]2)cc1	5%	1%	?	?	?	1%
34	CC(=O)NC(Cc1c[nH]c2ccccc12)C(=O)N1CCN(S(=O)(=O)c2ccccc2)CC1 (stereo not given)	.	-7%	-26%	-24%	6%	1%
35	COc1ccccc1-c1nnc(SCC(=O)Nc2ccc(Cl)cc2Cl)o1	0%	4%	6%	35%[activator]	-6%&-1%	3%
36	COc1ccccc1NC(=O)COc1ccc2ccccc2c1	4%	1%	23%	?	?	2%
37	Cc1ccc(NC(=O)NNC(=O)C2CCN(Cc3ccc(F)cc3Cl)CC2)cc1	7%	0%	?	?	-24%	19%
38	O=C(CN1C(=O)c2ccccc2C1=O)N1CCN(S(=O)(=O)c2ccccc2)CC1	0%	6%	-26%	?	6%	?
39	Cc1ccc(S(=O)(=O)N(CC(=O)Nc2ccc(F)cc2)C(=O)N2CCN(C)CC2)cc1	.	2%	6%	11%	5%	-4%
40	NS(=O)(=O)c1ccc(CCNC(=O)CN2C(=O)c3ccccc3S2(=O)=O)cc1	.	1%	12%	-1%	3%	-11%
41	O=C(C[n+]1cc(-c2ccccc2)n2c1CCCCC2)c1ccc(Cl)cc1	-3%	1%	1.5µM*	0.66µM*	-19%	6%
42	COc1ccccc1NC(=O)c1ccc(CN(c2cc(Cl)ccc2C)S(=O)(=O)c2ccccc2)cc1	-4%	-3%	?	?	17%	6%
43	Nn1c(SC/C=C/c2ccccc2)nnc1-c1ccco1	1%	-5%	-13%	.	8%	-31%
44	COC(=O)c1cccc(Cn2nnc3ccccc3c2=O)c1	1%	-4%	12%	.	12%	-2%
45	CCOC(=O)Cc1csc(NC(=O)CSc2ncnc3c2cnn3-c2ccccc2Cl)n1	-1%	5%	7.4µM*	.	?	5%
46	CCOC(=O)c1c(-c2ccccc2)csc1NC(=S)NC	-14%	-30%	10%	16%	-2%	1%
47	O=C(O)P(=O)(O)O	.	-6%	-3%	?	.	.
48	O=S(=O)(c1ccc(NC(=S)NCc2ccco2)cc1)N1CCCCC1	1%	-2%	-5%	?	16%	?
49	COc1ccc(OC)c(NC(=O)CSc2nnnn2C)c1	-6%	3%	-11%	20%	8%	2%
50	O=C(CCC(=O)N(CC(=O)NC1CCCC1)Cc1ccccc1Cl)Nc1nccs1	0%	3%	?	31%	5%	-1%
51	COc1ccc(CCN2CCCn3c2nc2c3c(=O)[nH]c(=O)n2C)cc1OC	-3%	-8%	13%	10%	-16%	0%
52	CCOc1nc(NC(=O)NS(=O)(=O)Oc2cccc(Cl)c2)nc(-c2ccccc2)n1	-4%	-15%&6%	27%	31%[activator]	-4%	7%&2%
53	CCC(C(=O)Nc1cc(OC)c(NC(=O)c2ccccc2)cc1OC)c1ccccc1 (stereo not given)	1%	-21%	-16%	?	11µM*	-25%
54	S=C(NCc1ccco1)N/N=C/c1cccnc1	-2%	3%	13%	?	7%	-22%
55	CCN(CC(=O)NC1CCS(=O)(=O)C1)S(=O)(=O)c1ccc(Cl)c(C(F)(F)F)c1 (stereo not given)	.	-17%	0%	2%	5%	-3%
56	COC(=O)c1ccc(CN2CCN(CCC(C)C)C(CCO)C2)cc1 (stereo not given)	-4%	1%	24%	?	7%	0%
57	CCn1c(C)c(C)c2cc(C(=O)NCCc3ccco3)ccc21	9%	4%	?	16%	16µM*	?
58	Fc1ccccc1/C=N/n1c(-c2cccnc2)n[nH]c1=S	10%	?	8%	?	1%	16%
59	Cn1c(OCc2cccnc2)nc2c1c(=O)n(Cc1ccc(Br)cc1)c(=O)n2C	-2%	6%	?	-12%	?	2%
60	CN(CCNC(=O)C1CCN(S(=O)(=O)N2CCOCC2)CC1)CCc1ccccc1	13%	4%	-4%	114%[activator]	16%	18%
61	COc1ccc(CC(N)C(=O)NC2C(CO)OC(n3cnc4c(N(C)C)ncnc43)C2O)cc1 (stereo not given)	.	3%	0.38µM*	0.34µM*	.	.
62	CC1CCCN(C(=O)CN(C)S(=O)(=O)c2cccc3nsnc23)C1 (stereo not given)	-7%	0%	19%	1%	10%	4%
63	CC(=O)c1ccc(NC(=S)N2CCN(c3ccccn3)CC2)cc1	-1%	-3%	1%	-21%	-13%	-27%
64	O=C(c1ccco1)N1CCN(c2ncnc3c2[nH]c2ccccc23)CC1	-4%	.	?	5%	.	?
65	CCOP(=O)(OCC)Oc1cc(C)c(N(C)C)c(C)c1	0%	0%	?	3%	-3%	?
66	CCOc1cc(/C=N/n2nnnc2N)ccc1OCc1c(C)no[n+]1[O-]	-2%	2%	13%	32%[activator]	?	12%
67	CCC(=O)N1CCc2cc(Br)cc(S(=O)(=O)NCCCN(C)Cc3ccccc3)c21	3%	-4%	?	?	23%	1%
68	COc1ccc(C(=O)NCc2nnc(SCC(=O)Nc3ccccc3F)o2)cc1	0%	-9%	5%	?	15%	4%
69	COc1ccc(N2CCN(C(=O)c3ccc(CNS(=O)(=O)c4cc(C)ccc4C)cc3)CC2)cc1	0%	2%	-4%	-1%	?	-3%

Entries of single compounds, looked up by structure. Order of screens: LmPK inh	Tb PYK inh	Pf growth 48h	Pf growth 96h	HCV inh	Sm TGR block
Cc1ccc(C(=O)Nc2cccc(C(F)(F)F)c2)cc1Nc1cncnc1 as listed: -3%	-6%&-2%	1%	12µM*	?	?
CCN(CC)C(=O)Cn1nc(-c2ccc(Cl)cc2)c2ccccc2c1=O as listed: 1%	0%	2%	-26%	-9%	0%
